Assay outcomes from PubChem BioAssay.
RSV CPE inhibition: RSV antiviral activity via CPE protection, HEp-2 cells, primary 10 µM value included (AID 2391). HEp-2 cells, RSV-induced CPE inhibition; higher % means a stronger effect. one-dose CPE inhibition, % at 10 µM; IC50 in µM for titrated hits. 310,000 tested, 0.13% active; in the data active = a potency from the dose series; inconclusive = CPE inhibition mostly from about 23% at the one dose, without a potency; inactive = the rest, 99 in 100 with CPE inhibition below about 21%; note: strong numbers were not always called active
Salmonella PhoP GFP: inhibitors of PhoP regulon expression, primary screen, Salmonella Typhimurium, GFP reporter (AID 1863); S. Typhimurium PhoP-regulated promoter GFP reporter, 4 h; higher % means a stronger effect; inhibition, % at 50 µM, or IC50 in µM where a hit was titrated; 300,000 tested, 0.16% active;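 active = inhibition over 29.93%, a cutoff 3 SD above the screen mean, later confirmed by dose response; inconclusive = inhibition over 29.93% but no dose response follow-up; inactive = inhibition at most 29.93% or unconfirmed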;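 note: 0% = low Mg2+ inducing control and 100% = high Mg2+ repressing control; strong numbers were not always called active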
Large T inhibition: SV40 large T antigen inhibitors, biochemical (AID 1903); 310,000 tested, 0.39% active; inhibition, % at 20 µM, or IC50 in µM where a hit was titrated; SV40 large T antigen ATPase/helicase inhibition assay; higher % means a stronger effect; in the data active = a potency from the dose series; inconclusive = inhibition mostly from about 32% at the one dose, without a potency; inactive = the rest, 99 in 100 with inhibition below about 32%; note: strong numbers were not always called active
Rac1 GTP hydrolysis: MgcRacGAP GTPase-activating activity inhibitors, confirmation, biochemical, ADP Hunter fluorescence; Rac GTPase-activating protein 1 (Homo sapiens); 340,000 tested, 0.6% active; AID 624330, 2012; MgcRacGAP-stimulated Rac1 GTP hydrolysis, ADP Hunter fluorescence; higher % means a stronger effect; GST-tagged Rac1 F28L mutant substrate; inhibition, % at 30 µM; hits with a dose series show IC50 in µM;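 active = first-screen hits whose inhibition reached a set limit at any dose in the follow-up dose series; inconclusive = inhibition above the set first-screen limit but never retested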;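 note: fluorescence reports GDP produced by GAP-driven GTP hydrolysis; strong numbers were not always called active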
NS5 inhibitors: Dengue-2 NS5 methyltransferase inhibitors, primary screen, biochemical, confirmation dose response (AID 588689). Genome polyprotein (Dengue virus type 2 (strain 16681-PDK53)). Dengue-2 NS5 methyltransferase capping enzyme assay, biochemical; higher % means a stronger effect. inhibition, % at 25 µM, or IC50 in µM where a hit was titrated. 340,000 tested, 0.3% active; in the data active = a potency from the dose series; inconclusive = inhibition above about 29% without an active follow-up result
T cell HTS: modulators of CD8 T cell-vesicle binding, primary screen, mouse 2C CD8+ T cells, flow cytometry; 2C CD8+ T cell-vesicle binding; hits give low values; calls only at 7 µM; 330,000 tested, 0.068% active; AID 2052, 2009;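 active = response, share of CD8 T cells binding vesicles, and their 90th percentile fluorescence all below set limits, cut at about 80% in these data, passing the limit was not always enough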
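Material: 2C TCR transgenic mouse naive CD8+ T cells, MACS-purified. Also added: QL9-charged Drosophila Ld/ICAM-1/B7-1 vesicles. Timing: binding 1.5 h at 37 °C. Measured by: high-throughput flow cytometry with anti-B7-1 and anti-CD8 staining. Read-out: percent CD8+ FL2 mean versus row control. Controls: Unloaded micro-vesicles (low), QL9 vesicles with 0.7% DMSO (high).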
NTR1 ag: agonists of NTR1, primary screen, imaging, U2OS cells, beta-arrestin-GFP, high content (AID 493036) | NTR1-U2OS beta-arrestin-GFP spot imaging, agonist mode | activation, % at 20 µM | 330,000 tested, 0.17% active;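 active = activation at or above 40% of the spot to cytoplasm intensity ratio, with at least 20 cells analyzed; inconclusive = wells under 20 cells, flagged as cytotoxic or low count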;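 note: 0% = DMSO without peptide and 100% = 100 nM NTR1 peptide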
Target sequence (P30989 whole entry, looked up): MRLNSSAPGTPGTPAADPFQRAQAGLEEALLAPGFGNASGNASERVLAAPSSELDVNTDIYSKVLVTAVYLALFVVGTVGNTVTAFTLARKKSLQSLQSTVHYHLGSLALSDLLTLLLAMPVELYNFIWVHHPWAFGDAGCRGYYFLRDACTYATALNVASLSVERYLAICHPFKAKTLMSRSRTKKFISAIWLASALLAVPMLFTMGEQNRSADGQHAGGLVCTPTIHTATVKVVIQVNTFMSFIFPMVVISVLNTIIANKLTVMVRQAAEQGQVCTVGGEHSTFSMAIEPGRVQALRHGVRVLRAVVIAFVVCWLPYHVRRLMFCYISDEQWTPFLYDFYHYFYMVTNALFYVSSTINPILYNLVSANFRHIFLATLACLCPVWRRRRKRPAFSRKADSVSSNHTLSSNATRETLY
UTI89 phage lysis: inhibition of K1F phage lysis, E. coli UTI89, bacterial capsule biogenesis inhibitors, alamar blue (AID 488966) | E. coli UTI89 K1F phage lysis, alamar blue, 2 h; higher % means a stronger effect | one-dose inhibition, % at 100 µM; IC50 in µM for titrated hits | 340,000 tested, 0.02% active;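 active = phage lysis inhibition, versus mean bacterial control, above a set limit; inconclusive = no clear call, values can overlap the other calls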;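 note: capsule biogenesis inhibitors block K1F phage lysis so surviving cells raise fluorescence; higher fluorescence means more inhibition of phage lysis; actives were called in the ten point dose series up to 300 µM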
West Nile virus CPE: West Nile virus antiviral activity, cell-based, CPE readout (AID 1621) | 290,000 tested, 0.02% active | one-dose CPE inhibition, % at 10 µM; IC50 in µM for titrated hits | West Nile virus-infected cells, CPE inhibition; higher % means a stronger effect; in the data active = a potency from the dose series; inconclusive = CPE inhibition mostly from about 3.7% at the one dose, without a potency; inactive = the rest, 99 in 100 with CPE inhibition below about 2.2%; note: strong numbers were not always called active
T cell HTS vesicle-bound %: recorded beside T cell HTS, whose call it bears; double positive events, %; measured here: CD8+ vesicle-bound cell fraction;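 binding gate set so that unloaded-vesicle control wells show 10% double positive cells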
NTR1 ag cell count 20 µM: also measured in NTR1 ag; calls as there; cell count; measured here: cell count, cytotoxicity flag
An asterisk follows results filed as active; i = inactive; ? = inconclusive; · = not tested or not shown; [ ] = dose if it differs, or a comment.

SMILES	RSV CPE inhibition	Salmonella PhoP GFP	Large T inhibition	Rac1 GTP hydrolysis	NS5 inhibitors	T cell HTS	T cell HTS vesicle-bound %	NTR1 ag	NTR1 ag cell count 20 µM	UTI89 phage lysis	West Nile virus CPE
COc1ccccc1CCN1CCCC(CN(C)C(=O)CCC(=O)N(C)C)C1 (centres undefined)	1.5%	-3.2%	8.3%	5.2%	6.6%	i	58.2	-0.7	51	0.9%	0.0%
O=c1[nH]c2ccc(NCc3ccccc3OCc3ccc(Cl)cc3)cc2[nH]1	7.9%	1.5%	11.4%	21.5%	1.4%	i	60.9	6.1	43	0.0%	-0.9%
O=S(=O)(c1cccc2nsnc12)N1CCN(c2ccc(F)cc2)CC1	2.6%	-9.9%	0.7%	7.1%	-4.0%	i	7.5	3.0	45	0.3%	-0.6%
CCCCCOC(=O)c1[nH]c2c(c1C)C(=O)C(C(=O)OC)C(C)C2 (centres undefined)	?	-4.1%	14.0%	3.8%	-10.4%	i	48.8	1.6	52	5.8%	-0.3%
Cc1cc(N/C=C(\C#N)S(=O)(=O)c2ccc(Cl)cc2)nc(C)n1	4.1%	-4.8%	5.1%	-2.5%	0.0%	i	22.7	1.6	62	0.1%	0.4%
CC(=O)Cc1nsc(NC(=O)c2ccccc2)n1	0.3%	-2.2%	-6.0%	9.6%	6.6%	i	35.4	2.9	46	1.6%	0.9%
CCN1CCN(Cc2oc(CO)cc(=O)c2O)CC1	-0.5%	-4.7%	14.1%	3.1%	6.8%	i	30.2	-1.3	60	0.3%	0.0%
O=C(NC1CCCC1)C(c1ccccn1)N(C(=O)c1csnn1)c1ccccc1Br (centres undefined)	-1.2%	-7.7%	11.9%	8.3%	-2.9%	i	8.5	2.9	74	0.8%[50 µM]	·
COc1ccc(NC(=O)NNC(=O)COc2ccc3cc(Br)ccc3c2)cc1	1.3%	-0.5%	8.4%	9.2%	-5.2%	i	63.2	0.2	75	1.6%[50 µM]	0.0%
Cc1cc(C)nc(NNC(=O)c2ccccc2O)n1	1.0%	-1.4%	15.9%	-1.1%	-6.1%	i	21.4	-0.5	42	0.0%	0.0%
COc1ccc(C(=O)NC(=S)NCc2cccnc2)cc1Br	9.0%	1.2%	9.5%	1.3%	-3.6%	i	69.2	1.5	85	0.2%	-0.6%
COc1ccc(-c2cc(C)no2)cc1S(=O)(=O)Nc1cccc(CN2CCCC2)c1	0.7%	-11.2%	22.0%	-0.4%	0.5%	i	12.6	0.0	62	-0.1%	0.6%
CC(C)(C)S(=O)(=O)c1cnc(-c2ccccn2)nc1N	1.1%	-7.9%	5.0%	-2.9%	4.6%	i	46.4	0.0	44	-0.3%	0.1%
N/C(=N\OC(=O)CCC1CCCC1)c1cccnc1	2.8%	8.7%	-3.3%	5.5%	-4.5%	i	7.8	0.4	73	2.1%[50 µM]	1.8%
O=C(c1ccco1)N1CCN(C(=O)c2ccc(COc3ccc4c(c3)CCC4)o2)CC1	18.8%	11.0%	1.8%	-0.6%	-8.8%	i	45.6	-0.1	57	-1.2%	-0.1%

3 entries drawn at random from those above, as already listed:
SMILES	RSV CPE inhibition	Salmonella PhoP GFP	Large T inhibition	Rac1 GTP hydrolysis	NS5 inhibitors	T cell HTS	T cell HTS vesicle-bound %	NTR1 ag	NTR1 ag cell count 20 µM	UTI89 phage lysis	West Nile virus CPE
O=C(c1ccco1)N1CCN(C(=O)c2ccc(COc3ccc4c(c3)CCC4)o2)CC1	18.8%	11.0%	1.8%	-0.6%	-8.8%	i	45.6	-0.1	57	-1.2%	-0.1%
COc1ccc(NC(=O)NNC(=O)COc2ccc3cc(Br)ccc3c2)cc1	1.3%	-0.5%	8.4%	9.2%	-5.2%	i	63.2	0.2	75	1.6%[50 µM]	0.0%
COc1ccc(-c2cc(C)no2)cc1S(=O)(=O)Nc1cccc(CN2CCCC2)c1	0.7%	-11.2%	22.0%	-0.4%	0.5%	i	12.6	0.0	62	-0.1%	0.6%

(cont.)
SMILES	RSV CPE inhibition	Salmonella PhoP GFP	Large T inhibition	Rac1 GTP hydrolysis	NS5 inhibitors	T cell HTS	T cell HTS vesicle-bound %	NTR1 ag	NTR1 ag cell count 20 µM	UTI89 phage lysis	West Nile virus CPE
Nc1nc(COc2ccc(F)cc2)nc(N2CCCCC2)n1	-0.9%	-6.0%	12.2%	4.9%	5.9%	i	36.2	0.6	62	0.6%	-1.2%
Cc1cc(Cl)nc(Cl)c1C(=O)NCc1ccc(Cl)cc1	0.4%	10.2%	11.6%	-3.3%	-4.5%	i	30.5	0.2	61	0.0%	-0.7%
Cc1ccc(S(=O)c2ccc(NC(=O)C3CC3)cc2C#N)cc1 (centres undefined)	8.5%	-0.6%	1.2%	-8.5%	-2.1%	i	34.4	1.2	86	-0.8%	-1.6%
NC1=NC(=O)/C(=C\C=C\c2ccccc2)S1	1.3%	21.1%	0.3%	3.9%	8.7%	i	55.6	-0.1	57	1.9%	-0.3%
CCC1(CC)NC(=O)N(CC(=O)OC(C)C(=O)Nc2ccc(Cl)cn2)C1=O (centres undefined)	-0.1%	-2.4%	0.5%	-1.4%	6.5%	i	53.1	0.9	63	1.4%[50 µM]	·
O=C1N(Cc2ccccc2)c2ccc(Cl)cc2C12OCCO2	6.1%	4.8%	4.6%	9.5%	-3.4%	i	55.4	2.8	70	-0.1%	-0.8%
CSc1ccc(Cl)c(C(=O)Nc2ccc(OCC(N)=O)cc2)c1	0.6%	-1.1%	5.1%	-1.8%	-4.9%	i	44.9	0.5	82	1.0%	0.0%
COc1ccc(S(=O)(=O)N2CCN(C(=O)c3ccco3)CC2)cc1OC	-1.2%	1.8%	6.5%	1.7%	11.3%	i	53.2	-1.1	74	3.2%	0.1%
COc1ccc(C/C(C)=N/NC(=O)c2ccc(C)cc2C)cc1	0.3%	3.5%	5.2%	12.0%	-11.8%	i	48.4	-1.1	86	0.3%	-0.1%
Cc1ccc(C)c2[nH]c(=O)c(CCNC(=O)c3ccc(S(=O)(=O)N4CCOCC4)cc3)cc12	3.9%	10.8%	20.7%	2.4%	-5.2%	i	44.9	2.1	43	-0.4%	0.9%
Cc1ccsc1/C=C(\CC(=O)O)c1nc2ccccc2o1	0.9%	-8.4%	7.8%	7.5%	-2.9%	i	21.6	1.6	67	-0.8%[50 µM]	0.6%
CCOC(=O)c1oc2cccc(OC(C)=O)c2c1C	15.7%	-6.5%	3.0%	8.3%	-3.7%	i	31.8	-2.2	89	1.4%	0.6%
OCCC1CN(Cc2cccn2-c2nccs2)CCN1Cc1ccc(F)c(F)c1 (centres undefined)	-0.9%	2.5%	3.9%	3.6%	0.7%	i	42.2	-0.4	14	-0.8%	-1.4%
COC(=O)Cn1cnc2c(cnn2-c2ccccc2)c1=O	1.4%	-4.3%	12.7%	-2.2%	-11.1%	i	8.7	0.5	54	-0.6%	0.3%
c1ccc(SSc2ccccc2)cc1	-3.0%	1.5%	12.6%	7.3%	-2.2%	i	24.5	25.3	55	-1.0%	-0.2%
COC(=O)c1ccccc1NC(=O)CN1CCN(C(=O)c2ccco2)CC1	1.4%	5.7%	0.1%	0.6%	-6.5%	i	54.4	3.4	65	0.5%	0.0%
CCN(CC)S(=O)(=O)c1cccc(C(=O)OC2CC(C)OC2=O)c1 (centres undefined)	0.6%	4.1%	5.6%	1.0%	-0.8%	i	30.4	-2.0	52	0.0%	0.3%
CCOc1ccccc1N1C(=O)CC(Nc2ccc(N3CCOCC3)cc2)C1=O (centres undefined)	1.7%	1.3%	33.1%	17.5%	27.6%	i	39.3	0.6	51	5.6%	0.1%
CCOC(=O)c1c(NC(=O)CSc2ncn[nH]2)sc(C(=O)NC)c1C	1.4%	-2.8%	11.1%	8.8%	2.9%	i	25.5	1.1	64	0.2%	-0.1%
C=C1c2c(Cl)ccc(O)c2C(O)=C2C(=O)[C@]3(O)C(O)=C(C(N)=O)C(=O)[C@@H](N(C)C)[C@@H]3[C@@H](O)C12 (some centres undefined)	16.0%	2.22µM*	33.4%	63µM*	-8.2%	i	16.8	0.3	61	-14.8%	·
CN(c1cccc(NC(=O)Nc2cccc(Cl)c2)c1)S(C)(=O)=O	1.0%	1.1%	1.0%	2.7%	-2.7%	i	47.3	3.8	59	0.1%	0.3%
Cc1cccc(NC(=O)c2ccc(-n3cncn3)c([N+](=O)[O-])c2)c1	-0.2%	0.2%	19.6%	2.2%	-0.7%	i	22.5	0.1	63	0.6%[50 µM]	·
O=C(NCCc1c[nH]c2ccccc12)c1ccco1	1.1%	11.2%	3.7%	5.7%	-0.8%	i	19.0	-1.1	85	1.6%	-0.3%
CCOc1cc(/C=N/NC(N)=O)cc(Br)c1OCC(=O)Nc1cccc2ccccc12	13.5%	3.9%	13.2%	5.3%	-0.7%	i	37.9	5.4	69	-1.1%	0.7%
O=C(COc1coc(CN2CCN(c3ccccc3)CC2)cc1=O)Nc1cccc(F)c1	-0.4%	3.3%	8.5%	3.3%	-1.5%	i	57.8	0.3	60	0.0%	·
O=C(Nc1ccc(-c2noc(CCc3ccccc3)n2)cc1)c1cccnc1	?	1.7%	2.0%	7.1%	1.4%	i	36.8	66.7*	51*	1.6%	0.3%
O=C(CCCCn1c(=O)c2ccccc2n(Cc2ccc(F)cc2)c1=O)NCc1ccco1	-0.9%	-6.2%	6.2%	8.6%	-8.2%	i	16.0	1.1	61	0.4%	0.3%
Cc1cccc(-n2c(CCn3nc(C)c([N+](=O)[O-])c3C)n[nH]c2=S)c1	-0.6%	9.6%	4.2%	3.1%	-2.7%	i	23.2	-0.3	74	2.1%	-0.1%
O=C(Nc1cccc(F)c1)C1CCN(C(=O)N2CCOc3ccccc32)CC1	2.9%	·	8.8%	-5.9%	-2.8%	i	44.9	3.3	54	-0.3%	0.3%

Compounds as they come. Share with any hit: about 1.5%.
